Source: PubChem BioAssay (ICCB-Longwood Screening Facility, Harvard Medical School)
Polio RdRp inh = inhibitors of poliovirus RNA polymerase binding and polymerization; P03300; poliovirus polymerase elongation, fluorescence polarization; active compounds read low; % elongation, % (compound at 16.7 µg/mL); 150,000 tested, 0.66% active; AID 588519; in the data active = % elongation below about 90%; note: some results filed as inactive read as strong as hits
Target sequence (P03300 1749-2209 limits assumed): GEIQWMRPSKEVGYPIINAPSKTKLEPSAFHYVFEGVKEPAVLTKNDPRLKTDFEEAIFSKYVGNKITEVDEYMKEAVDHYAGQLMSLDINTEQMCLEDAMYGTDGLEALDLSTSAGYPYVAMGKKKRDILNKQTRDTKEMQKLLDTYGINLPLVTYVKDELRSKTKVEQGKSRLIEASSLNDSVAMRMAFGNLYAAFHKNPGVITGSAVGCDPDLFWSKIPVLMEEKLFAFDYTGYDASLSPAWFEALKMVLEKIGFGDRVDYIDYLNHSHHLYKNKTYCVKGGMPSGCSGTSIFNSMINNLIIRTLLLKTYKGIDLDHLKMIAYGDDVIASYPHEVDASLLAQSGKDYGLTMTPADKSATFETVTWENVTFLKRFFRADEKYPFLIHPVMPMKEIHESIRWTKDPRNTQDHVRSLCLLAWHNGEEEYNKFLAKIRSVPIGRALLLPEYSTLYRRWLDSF
Polio RdRp inh FP z-score = further read-out of Polio RdRp inh, marked with its call; z-score; measured here: FP z-score; hits read low
* marks the source's active call; other numbers are inactive results; ! = not active in a repeat. These rows are one share of the data; the hit share may differ from the screen's.

structure	Polio RdRp inh	Polio RdRp inh FP z-score
O=C(CSc1ncccn1)N1CCN(c2ccccc2)CC1	102	0.9
CC(C)=CCOc1c2occc2cc2ccc(=O)oc12	100	0.1
COc1cccc(CNC(=O)CSc2nc(=O)[nH]c3c2CCC3)c1	110	0.7
Cc1cccc(NC(=O)Cn2nc(N3CCN(c4ccccc4)CC3)ccc2=O)c1C	115	1.7
CSc1ncc(C(=O)N2CCN(c3ccc(Cl)cc3)CC2)c(C)n1	113	1.4
COc1ccc(-c2nc(CN3CCC(C(=O)NCCCN4CCN(c5ccccc5F)CC4)CC3)c(C)o2)cc1OC	106	0
CC1CC(C)CN(S(=O)(=O)c2ccc(C(=O)NC(C)(C)C)cc2)C1 (stereo not given)	103	0.2
COC(=O)c1cnc(SCc2c(Cl)cccc2Cl)n1C	104	0.7
COc1cccc(C2CC(c3cccs3)=NN2C(=O)CSC2=NN3CCCC(=O)N=C3S2)c1OC (stereo not given)	101	0
CCn1ccc2cc(S(=O)(=O)N3CCC(C(=O)NCCc4ccc(C)cc4)CC3)ccc21	107	0
CC(C)(C)C(N)Cn1ccnc1 (stereo not given)	95	-1
Cc1ccc(CN2CCSc3ccc(C(=O)NCCc4ccccc4)cc32)cc1	102	-0.7
CCC1(C)Cc2ccccc2/C(=C/C(=O)N2CCCCC2)N1 (stereo not given)	104	0.8
Cc1cccc(NC(=O)N2CCC(CN3CCc4ccccc4C3)CC2)c1C	118	1.2
CCc1ccc(NC(=O)CSc2ncc(S(=O)(=O)c3ccc(C(C)C)cc3)c(N)n2)cc1	103	0.4
CC(C)CCNC(=O)c1ccc2c(c1)NC(=O)C(CS(=O)(=O)Cc1cccc(Br)c1)N2 (stereo not given)	123	3.4
O=C(CCc1nc2cccnc2n1-c1ccccc1)NCCc1ccccc1	102	0.2
CCOc1cccc2sc(N(Cc3cccnc3)C(=O)c3ccc(C#N)cc3)nc12	106	-0.1
Cc1ccc(-c2nc(CS(=O)CC(=O)N3CCN(c4ccc(F)cc4)CC3)c(C)o2)cc1 (stereo not given)	103	-0.3
COc1cc(C)nc2nc(S(C)(=O)=O)nn12	109	0.6

(next part)
structure	Polio RdRp inh	Polio RdRp inh FP z-score
C=CCN(CC=C)Cc1c(C)[nH]c2ccc(Br)cc2c1=O	101	-0.3
CCOC(=O)c1ccc(N=Cc2ccc(CC)cc2)cc1	97	-0.3
N#CC1(C#N)C(c2ccc(Cl)c(Cl)c2)C1(C#N)C#N	100	-0.5
CCC(C)[C@@H](C(=O)Nc1ccc2c(c1)OCO2)N1Cc2ccccc2C1=O (stereo not given in full)	101	0.5
Cc1oc2ncn(C)c(=O)c2c1C(=O)OCc1c(F)cccc1Cl	108	0.6
CCOc1ccc(CN(CCc2ccc3c(c2)OCO3)Cc2cccc(Br)c2)cc1	102	-0.2
COc1ccc(N2C(=O)CCSC23C(=O)N(Cc2ccc(F)cc2)c2ccccc23)cc1Cl (stereo not given)	111	1
CC(C)c1ccc(NC(=O)Cn2cccc2)cc1	104	0.9
CSC(=S)N(C=O)c1ccc(C)cc1	107	0.4
CC(C)NC(=S)N1CCN(S(=O)(=O)c2cccc(C(F)(F)F)c2)CC1	101	-0.4
COc1ccc(NC(=O)c2c(NC(=O)c3ccncc3)sc3c2CCC(C(C)(C)C)C3)cc1 (stereo not given)	102	-0.9
Cn1c(=O)n(C)c2cc(/C=N/NC(N)=S)ccc21	102	0.3
Cc1cc2c(c(=O)o1)C(c1ccc(F)cc1)C(C#N)=C(N)O2 (stereo not given)	99	-0.6
CCc1ccccc1NC(=O)N1CCc2c([nH]c3ccccc23)C1c1ccc(C)cc1 (stereo not given)	105	-0.8
C=CCSc1nc(C)c2cc(C)cc(C)c2n1	101	0
O=C(Nc1ccccc1C(F)(F)F)n1ncc2cc(Cl)ccc21	107	-0.2
CC1(C)Cc2ccccc2C(CSc2nc3c(c(C(F)(F)F)n2)CCCC3)=N1	104	0.1
COC(=O)c1ccc(NS(=O)(=O)c2cc(Cl)ccc2OC)cc1	105	1.8
Cc1cc(N)n(-c2ccccc2C(F)(F)F)n1	102	0
CC(=O)N1CCCc2cc(S(=O)(=O)NCc3ccccc3Cl)ccc21	108	0.1

Additional structures follow.
structure	Polio RdRp inh	Polio RdRp inh FP z-score
CC(C)CCNC(=O)Cn1nc(-c2ccccc2)ccc1=O	100	-1
C=C1C(C(=O)Nc2cccc(OC)c2)C1C(=O)Nc1cccc(OC)c1 (stereo not given)	101	-0.2
CC1=CC(c2ccccc2)n2nc(N)nc2N1 (stereo not given)	104	0.4
CC(C(=O)O)c1ccc(N2Cc3ccccc3C2=O)cc1 (stereo not given)	102*!	0.2*!
CC(c1ccco1)N(C(=O)c1ccc(-c2ccccc2)cc1)c1ccccn1 (stereo not given)	106	0.7
Cc1cccc(Nc2ncnc3onc(-c4ccc(Cl)cc4)c23)c1C	110	0.5
CCOC(=O)C1(c2ccccc2)CCN(CCOc2ccccc2)CC1	97	-0.8
Cc1c(Cl)cccc1-n1nc(C)c2c(C)cc(=O)n(CC(=O)NCc3ccccc3)c21	100	-0.4
Cc1ccc(-c2ccccc2C(=O)O)cc1	102	0.2
NNc1ccc2nc3ccccc3c(=O)n2n1	102	-0.1
Cc1ccc(S(=O)(=O)N2CCC(c3nnc(-c4cccc(C)c4)o3)CC2)cc1	106	0.1
CC1CN(C(=O)c2cccc(C(=O)N3CC(C)OC(C)C3)c2)CC(C)O1 (stereo not given)	99	-0.3
CCSc1cc(CC)sc1C(=O)O	100	-0.4
Nn1c(SCC(=O)Nc2ccc(S(=O)(=O)N3CCCC3)cc2)nnc1-c1ccccc1	76*	-5.5*
COc1ccc(C(=O)N(Cc2ccco2)Cc2ccc(C)o2)cc1	114	1.1
O=C1C(=O)N(c2cccnc2)C(c2ccc(O)cc2)/C1=C(\O)c1ccc(Br)cc1 (stereo not given)	102	0.1
CS(=O)(=O)c1oc(-c2ccc(F)cc2)nc1S(=O)(=O)c1ccc(Cl)cc1	112	0.9
CCOc1ccc(NS(=O)(=O)c2ccc3[nH]c4c(c3c2)CCCC4)cc1	109	0.7
CC(C)CC(C(=O)Oc1ccc2c3c(c(=O)oc2c1)CCC3)N1C(=O)c2ccccc2C1=O (stereo not given)	103	0.5
CC1CCCC(n2cnc3cc(C(=O)O)ccc32)C1C (stereo not given)	100	-0.9

Random excerpt: 5 records from the list.
structure	Polio RdRp inh	Polio RdRp inh FP z-score
O=C1C(=O)N(c2cccnc2)C(c2ccc(O)cc2)/C1=C(\O)c1ccc(Br)cc1 (stereo not given)	102	0.1
CCOc1ccc(NS(=O)(=O)c2ccc3[nH]c4c(c3c2)CCCC4)cc1	109	0.7
Cc1ccc(S(=O)(=O)N2CCC(c3nnc(-c4cccc(C)c4)o3)CC2)cc1	106	0.1
CC1CN(C(=O)c2cccc(C(=O)N3CC(C)OC(C)C3)c2)CC(C)O1 (stereo not given)	99	-0.3
CC(C)CC(C(=O)Oc1ccc2c3c(c(=O)oc2c1)CCC3)N1C(=O)c2ccccc2C1=O (stereo not given)	103	0.5

Continued.
structure	Polio RdRp inh	Polio RdRp inh FP z-score
COc1cccc(-c2nn(-c3ccccc3)c3c2cnc2ccccc23)c1	102	-0.2
Cc1ccccc1N1CCN(C(=O)c2c(C)oc3cc4c(C(=O)N5CCN(c6ccccc6C)CC5)c(C)oc4cc23)CC1	103	0.3
COc1ccc2c(c1)c1c(c(=O)n(-c3ccc(C)cc3)c(=O)n1CC(=O)c1ccc(Cl)cc1)n2C	112	1.1
Cc1cc(C(=O)CSc2ncccn2)c(C)n1Cc1ccccc1	106	0.3
CC(=O)Oc1cc(-c2cccc(C(F)(F)F)c2)c2oc(=O)sc2c1	104	0.4
CSc1nc2c(=S)[nH]c(=S)[nH]c2s1	82*	-3.1*
Cc1cc(COC(=O)C23CCC(=O)N2c2ccccc2C(=O)N3C2CC2)no1 (stereo not given)	105	0.3
COc1ccc2nc(NC(=O)c3nc(S(=O)(=O)Cc4ccccc4F)ncc3Cl)sc2c1	108	0.2
CCN(c1ccccc1)S(=O)(=O)c1ccc(N2CCN(CC(=O)N3CCCCCC3)CC2)nc1	109	1.3
CCOC(=O)c1cc(-n2cccc2)ccc1N1CCCCC1	101	-0.2
CCc1c(N)n[nH]c1C	102	0.2
COc1ccc(CCNc2ncnc3c2cnn3-c2ccc(F)cc2)cc1OC	101	0.1
CCS(=O)(=O)Nc1ccc(OC)c(Cl)c1	100	-1
COc1ccc2cc(C#N)c(SCC(=O)N3c4ccccc4CC3C)nc2c1 (stereo not given)	101	-0.2
COc1ccc(-c2cc(C(N)=O)[nH]n2)c(F)c1	103	0.1
N#Cc1ccc(Cl)cc1NC(=O)COC(=O)c1n[nH]c2ccccc12	101	0
CCc1ccc(C2=C(C)C(N3CCC(C(=O)NCc4ccc(C)o4)CC3)=NS2(=O)=O)cc1	108	0.2
Cc1ccc(C(CNC(=O)Nc2ccccc2)N2CCN(C)CC2)cc1 (stereo not given)	104	0.6
Nn1c(C2CC2)n[nH]c1=S	97	-0.4
CC1c2cccc(O)c2CC2=C(O)C3(O)C(O)=C(C(N)=O)C(=O)C(N(C)C)C3C(O)C21 (stereo not given)	92	-1

Filtered by structure: the entries above containing a cyano group
structure	Polio RdRp inh	Polio RdRp inh FP z-score
CCOc1cccc2sc(N(Cc3cccnc3)C(=O)c3ccc(C#N)cc3)nc12	106	-0.1
N#CC1(C#N)C(c2ccc(Cl)c(Cl)c2)C1(C#N)C#N	100	-0.5
Cc1cc2c(c(=O)o1)C(c1ccc(F)cc1)C(C#N)=C(N)O2 (stereo not given)	99	-0.6
COc1ccc2cc(C#N)c(SCC(=O)N3c4ccccc4CC3C)nc2c1 (stereo not given)	101	-0.2
N#Cc1ccc(Cl)cc1NC(=O)COC(=O)c1n[nH]c2ccccc12	101	0

Additional results follow.
structure	Polio RdRp inh	Polio RdRp inh FP z-score
CC(=O)NC1CC(C)(C)N(OC(=O)c2ccccn2)C(C)(C)C1	105	0.1
Cc1cc2c3c([nH]c2cc1S(=O)(=O)N1CCCC1)CCCC3=O	101	0.3
N#CCOC(=O)COc1ccc(Cl)cc1Cl	99	0
Cc1ccc(S(=O)(=O)N2CCN(CCOC(=O)c3ccccc3)CC2)cc1C	102	-0.1
O=C(c1cc(C(=O)Nc2ccccc2)c(=O)n(-c2ccccc2)c1)c1cc(Cl)ccc1O	102	0.1
CCCCN1C(=O)C2ON(c3ccccc3)C(c3ccc(OC)cc3OC)C2C1=O (stereo not given)	99	-0.7
Cc1ccc(C(C)C)c(OCC(=O)Nc2c(C(=O)c3ccccc3)oc3ccccc23)c1	109	0.6
CCOC(=O)c1cc2cc(OCc3ccccc3)ccc2n1C(=O)c1ccccc1C(=O)O	106	0.3
COc1ccc(NC(=O)Cn2c(=O)n(-c3ccc(C)c(C)c3)c(=O)c3c4c(sc32)CCCCC4)cc1Cl	108	0.8
CCN1CCCC1CNC(=O)c1cc(S(N)(=O)=O)ccc1OC (stereo not given)	103	0.9
CC(C)CCNC(=O)c1ccc(CS(=O)(=O)Cc2ccc(F)cc2)o1	101	-0.3
CCN(CC)C(=O)c1sc2c(c1C)c(=O)n(-c1ccc(C)c(C)c1)c(=O)n2CC(=O)Nc1ccc(OC)cc1OC	101	-1.1
CCCOc1ccc(-c2cccc(NS(=O)(=O)c3cccs3)c2)nn1	107	0.2
CC1CCCCC1NC1=NCCCS1 (stereo not given)	105	1.1
CCc1ccc(N2CC34C=CC(O3)C(C(=O)OC)C4C2=O)cc1 (stereo not given)	100	-0.5
O=C(NCC1CCCO1)Nc1ccc(Cl)cc1 (stereo not given)	115	2
O=C(CSc1nnc2n1CCCN2)c1ccccc1	105	0.1
CCCNC(=O)COc1ccc(-c2nn(C)c(=O)c3ccccc23)cc1	103	0.7
CC12CCC(C(=O)N3CCc4ccccc4C3)(CC1=O)C2(C)C (stereo not given)	103	0.3
Cc1nn(-c2ccccc2)c(N)c1C(O)(C(F)(F)F)C(F)(F)F	98	-0.2

Later entries
structure	Polio RdRp inh	Polio RdRp inh FP z-score
COCCn1c(CN2C(=O)c3ccccc3C2=O)nc2cccnc21	99	-0.6
CCc1ccccc1NC(=O)CN(C)CC(=O)NC1CC1	100	-0.3
O=C(O)CC1S/C(=N/N=C2CCCC2)NC1=O (stereo not given)	102	-0.1
CCn1cc(/C=C2/C(=O)N(c3ccccc3)N=C2C)c2ccccc21	105	0.4
COc1ccc(/C=C2/SC(=S)N(CCC(=O)Nc3ccccc3)C2=O)cc1	103	0.4
O=C(/C=C/Oc1ccc(Cl)cc1)c1ccc(Br)cc1	105	0.1
COc1cc(CNn2cnnc2)ccc1OCC(=O)NC(C)(C)C	101	0
CC(Sc1nnc(Nc2ccc(Oc3ccccc3)cc2)s1)C(=O)NC(C)(C#N)C(C)C (stereo not given)	113	0.6
CC(=O)N1CCN(S(=O)(=O)c2cccc(C(=O)Nc3ccc(N(C)C)cc3)c2)CC1	103	0
Nc1ccccc1SCc1cccc(Cl)c1F	102	-0.2
COc1cccc(OCCn2cc(C(=O)c3ccco3)c3ccccc32)c1	99	-0.2
CC(C)(C)c1cc(C(C)(C)C)n(-c2ccc(-n3cccc3)cc2)n1	101	-0.3
CCC(CC)NC(=O)C(C)Oc1ccccc1 (stereo not given)	109	1
Cc1cccc(N2CCN(S(=O)(=O)c3ccc4c(c3)C(C(C)C)C(=O)N4)CC2)c1C (stereo not given)	102	-0.7
O=C(O)Cc1nc2ccc(Cl)cc2[nH]1	100	-0.6
N/C(CCN1CCCCC1)=N\O	101	0.2
c1ccc(-c2ccc(Oc3ncnc4c3oc3ccccc34)cc2)cc1	102	-0.2
O=C(Cn1ncc2c3ccccc3n(Cc3cccc(Cl)c3)c2c1=O)NC1CCCCCC1	155	5.1
O=C(COc1cccc(Cl)c1)NC1CCCCC1	101	-0.1
Cc1cc(C)nc(NN)n1	104	1
CC(C)(C)c1cc(N=NC(=O)c2ccco2)cc(C(C)(C)C)c1O	101	-0.3
COc1cc(/C=C/C(=O)OCCOc2ccccc2)ccc1O	103	0.1
